Screens: PubChem, National Center for Advancing Translational Sciences (NCATS)
D1 PAM – human D1 dopamine receptor positive modulation. HEK293 TREx D1 cells, calcium flux, dopamine EC20 potentiation. potentiation, % at 10 µM. 0.036% of 360,000 active. AID 504651; in the data active = potentiation above about 30%; also: 0% is about no effect
Target sequence (P21728 whole entry, looked up): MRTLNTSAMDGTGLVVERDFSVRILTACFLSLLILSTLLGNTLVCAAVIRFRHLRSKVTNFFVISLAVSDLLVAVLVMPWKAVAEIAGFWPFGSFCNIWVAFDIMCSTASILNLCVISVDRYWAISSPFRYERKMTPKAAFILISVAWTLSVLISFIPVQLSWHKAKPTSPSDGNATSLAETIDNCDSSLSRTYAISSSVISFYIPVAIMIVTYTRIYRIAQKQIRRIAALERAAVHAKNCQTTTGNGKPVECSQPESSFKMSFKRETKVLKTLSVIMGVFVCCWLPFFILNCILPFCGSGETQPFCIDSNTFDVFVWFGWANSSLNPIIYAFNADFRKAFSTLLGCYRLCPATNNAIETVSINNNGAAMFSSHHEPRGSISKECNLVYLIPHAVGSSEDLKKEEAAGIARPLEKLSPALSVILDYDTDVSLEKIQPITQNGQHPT
RXFP1 antag – antagonists of human relaxin receptor RXFP1. Q9HBX9. 0.59% of 350,000 active. activity change, negative = inhibition, % at 57.5 µM. HEK293-RXFP1, relaxin-stimulated cAMP HTRF, 30 min; stronger effect = lower value;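 active = activity change of -60% or lower, but not beyond a set lower limit; inconclusive = change between -60% and -40%, or beyond the set limit; inactive = change above -40%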; also: % is scaled to controls: 0 for no effect and ±100 for the full control effect
D2 antagonist – antagonizes the human D2 dopamine receptor. P14416. HEK293 TREx D2 cells, calcium flux, dopamine EC80. inhibition, % at 10 µM. 2% of 340,000 active; in the data active = inhibition above about 30%; also: 0% is about no effect
Target sequence (P14416 whole entry, looked up): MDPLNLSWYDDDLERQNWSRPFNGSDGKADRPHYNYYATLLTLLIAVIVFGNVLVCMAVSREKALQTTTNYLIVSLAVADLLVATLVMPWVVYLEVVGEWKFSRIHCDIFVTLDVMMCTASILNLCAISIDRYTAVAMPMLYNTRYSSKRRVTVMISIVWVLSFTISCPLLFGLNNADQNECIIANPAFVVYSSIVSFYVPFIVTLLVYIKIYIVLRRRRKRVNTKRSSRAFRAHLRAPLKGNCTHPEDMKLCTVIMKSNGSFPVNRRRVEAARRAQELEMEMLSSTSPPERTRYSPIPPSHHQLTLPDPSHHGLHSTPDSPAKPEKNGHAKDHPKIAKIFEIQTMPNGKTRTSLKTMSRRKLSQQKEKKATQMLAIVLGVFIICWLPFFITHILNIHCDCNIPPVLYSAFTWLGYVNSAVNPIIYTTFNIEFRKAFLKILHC
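Overnight-induced (tetracycline, 30 C) HEK293 T-REx cells carrying force-coupled D2 receive a no-wash calcium dye, then compound, then EC80 dopamine at 180 s; signals are read kinetically throughout.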
TRHR enhancer – TRH receptor (human) allosteric enhancement | TRHR cells, fluo-8 calcium fluorescence, EC20 TRH enhancement | enhancement, % at 2 µM | 0.66% of 360,000 active; in the data active = enhancement above about 30%; also: 0% is about no effect
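Enhancer read-out: after compound pinning and an initial kinetic agonist-mode read, an EC20 of TRH (10 nM final) was injected and fluo-8 calcium signal (Ex 480/Em 530) followed at 1 s/cycle for 100 cycles in TRHR-expressing cells.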
RXFP1 agonist – RXFP1 (human) receptor agonism; Q9HBX9; HEK293T-RXFP1 cAMP TR-FRET, 30 min; response scale: percent of porcine relaxin response, buffer zero; Potency, µM (highest dose often 57.5 µM), for the others: at the top dose activation, most hits filed as activators; 0.3% of 370,000 active; AID 2676; active = well fitted activation curve with a large enough effect; inconclusive = small, poorly fitted or top-dose-only effect; also: potency is read from the fitted curve at half-maximal effect; % is scaled to controls: 0 for no effect and ±100 for the full control effect; nearly all actives have a fitted effect of over 60% in size; many of its hits are not listed in these tables
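cAMP rise read by TR-FRET after 30 min, 37C compound exposure (up to 58 uM) in RXFP1-transfected HEK293 cells with Ro 20174 present. EC50 from Hill-equation fits, with 29 nM porcine relaxin as 100% and buffer as basal.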
D2 agonist – activates the human D2 dopamine receptor; HEK293 T-REx D2 cells, calcium flux agonist mode; activation, % at 2 µM; 0.53% of 340,000 active; AID 485358;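 active = activation over 3 SD above normal in the single-dose calcium agonist read, cut at about 30% in these data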; also: 0% is about no effect
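Agonism is scored from calcium flux in a force-coupled, inducible HEK293 cell line expressing D2, read kinetically for 180 s after compound addition against dopamine controls.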
D1 ag – human D1 receptor agonism; HEK293 T-REx D1 cells, calcium flux, agonist mode; activation, % at 2 µM; 1% of 360,000 active; AID 504660; in the data active = activation above about 30%; also: 0% is about no effect
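Tetracycline-induced HEK293 TREx D1 cells, force-coupled to calcium signalling, were dye-loaded with a no-wash calcium kit. Compound was pin-added after a 10 s baseline. Fluorescence was read kinetically at 1 cycle/s for 180 s, with calcium rises flagged as agonism.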
D2 potentiator – positive allosteric modulators of human D2 dopamine receptor. P14416. HEK293 T-REx D2, calcium flux, EC20 dopamine potentiation. potentiation, % at 10 µM. 0.34% of 340,000 active. AID 485347;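 active = potentiation over 3 SD above the plate norm, cut at about 30% in these data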; also: 0% is about no effect
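Using a no-wash calcium dye in inducible, force-coupled HEK293 Trex cells expressing D2, we tracked fluorescence each second for 180 s after compound, then for 180 s after EC20 dopamine to detect augmented signalling.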
D1 antagonist – blocks dopamine activation of the human D1 receptor; AID 504652; P21728; 3.2% of 360,000 active; activity change, negative = inhibition, % at 10 µM; HEK293 TREx D1 cells, calcium flux, dopamine EC80; stronger effect = lower value; in the data active = activity change below about -30%; also: % is scaled to controls: 0 for no effect and ±100 for the full control effect
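Using tetracycline-induced force-coupled D1 Hek293 cells and a calcium dye, signals were followed for 180 s after compound, then for 180 s after EC80 dopamine, to detect inhibitors.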
Starred values were filed as active, the others as inactive; ? = inconclusive; . = not tested or not shown; & = joins results of further samples. Not all compounds are listed; count on the stated rates, not on these rows.

SMILES	D1 PAM	RXFP1 antag	D2 antagonist	TRHR enhancer	RXFP1 agonist	D2 agonist	D1 ag	D2 potentiator	D1 antagonist
C/C(=N\NC(=O)c1cc2ccccc2cc1O)c1ccccn1	-6	-5	-11	-11	-0.2%	1.0	7	8	-13
COc1ccnc(Oc2ccc(C)cc2)c1C#N	-6	10	-38	1	4.4%	-0.9	1	-1	-22
O=C(O)CCCCCCCCCC[n+]1ccccc1	9	14	-10	2	-1.7%	-1.4	4	7	-23
Cc1nc2ccccn2c(=O)c1NC(=O)c1ccc(F)c(F)c1	-3	4	.	-4	18%	1.7	2	-9	-7
O=C(O)c1nn(CCOc2cccc(Br)c2)c(=O)c2ccccc12	-2	-9	-9	-6	2.0%	0.1	4	-3	1
COc1ccc(-c2[nH]ncc2/C=N\NC(=O)c2ccc(Br)o2)cc1OC	-4	-9	-16	-6	3.8%	0.1	4	-7	-8
O=C(O)CCCN1C(=O)/C(=C\c2ccccc2OCc2ccccc2)SC1=S	-5	-32	4	-4	2.3%	-0.6	4	-11	-7
NC(=O)c1nc[nH]c1C(=O)Nc1cccc(C(F)(F)F)c1	-4	.	-2	-2	0.3%	0.0	-2	-10	.
CC1Sc2ccc(S(=O)(=O)CCC(=O)N3CCCCC3)cc2NC1=O (configuration not stated)	0	-8	4	0	0.6%	-0.4	3	-3	-10
COc1ccccc1CNS(=O)(=O)c1ccc(-c2cnc(C3CC3)o2)cc1	-1&0	7	-2	-5&-5	-0.7%&4.5%	0.8&0.3	12&9	-3&6	-19&-15
CS(=O)(=O)c1ccccc1-c1nc(-c2ccc([N+](=O)[O-])cc2)no1	-5	-9	.	1	-0.9%	.	3	.	-23
C[C@@H](OC(=O)N1CCCCC1)[C@H]1O[C@]2(C)CCCC[C@H]1O2	0	.	-23	-4	0.5%	0.4	0	-9	3
c1ccc(-c2onc(-c3ccco3)c2-c2ccc3c(c2)OCO3)cc1	-5	.	8	-3	0.3%	1.7	1	-1	7
COc1cc(OC)cc(-c2c(-c3cccs3)c3cc(-c4ccc5cc[nH]c5c4)ccc3n2C)c1	-3	.	.	-4	1.6%	.	-1	.	.
O=C(NCCC1CCCC1)c1cccs1	2	9	27	0	-0.9%	0.4	1	6	-6
O=C(O)CC1(CC(=O)Nc2cccc(C(F)(F)F)c2)CCCC1	-3	-3	-3	-1	-1.6%	-1.2	2	22	5
O=C(CCS(=O)(=O)c1ccccc1)N1CCCc2ccccc21	-1	-3	0	-6	2.3%	-0.4	8	-7	8
COc1ccc(C(NC(=O)CN2C(=O)NC3(CCc4ccccc43)C2=O)c2ccc(OC)cc2)cc1 (configuration not stated)	-7	-14	7	2	-1.2%	-0.4	2	-4	-7
C=CCn1c(O)c2ccc(C(=O)N=NC(=O)c3ccc(F)cc3)cc2c1O	5	1	-12	3	-1.9%	0.7	3	-7	4
COc1cccc(N=C2SC(C(=O)Nc3ccccc3F)CC(=O)N2C)c1 (configuration not stated)	3	6	14	6	1.0%	-0.3	7	16	5
CCOC(=O)Nc1ccc(S(=O)(=O)Nn2cnnc2)cc1	-6	-2	12	-2	5.1%	0.4	7	-12	3
Cc1cc(C)c(/C=C/c2onc(C)c2S(=O)(=O)N2CCC(C(=O)NCc3ccco3)CC2)c(C)c1	-1	-7	.	4	-2.9%	1.4	2	0	-4
CCN(CC)CCN(Cc1cc2ccc(C)cc2[nH]c1=O)C(=O)Nc1ccc(Cl)cc1	2	4	20	2	0.5%	0.4	0	-6	3
CC(=O)OCCN1C(=O)c2cccnc2C1=O	14	-9	-3	3	0.9%	0.1	-1	-3	-6
NC(=O)c1ccc(N2CCCCC2)c(N2C(=O)CCC2=O)c1	1	0	3	2	1.5%	-0.4	0	5	-12
Other compounds follow.
SMILES	D1 PAM	RXFP1 antag	D2 antagonist	TRHR enhancer	RXFP1 agonist	D2 agonist	D1 ag	D2 potentiator	D1 antagonist
Oc1c(Cl)cc(CN2CCCCC2)c2cccnc12	-3	.	-1	11	-0.6%	0.1	1	-4	-3
NNC(=O)C1COc2cc3ccccc3cc2O1 (configuration not stated)	-6	2	-14	7	-0.9%	-0.1	5	26	-2
NC(=O)c1ccccc1NC(=O)NC1CCCCC1	9	8	1	1	-0.5%	0.6	0	3	5
O=C(NCCCN1CCCCC1)c1sc2ncccc2c1-n1cccc1	-2	13	.	3	9.9%	-0.5	0	-7	-8
COc1ccc(OCc2nnc(SCC(=O)Nc3ccccc3Cl)o2)cc1	.	1	6	0	4.5%	0.3	3	1	23
CC(C)OCCCN1C=C2C(=O)C(C)(OC(=O)CCc3ccccc3)C(=O)C=C2C=C1c1ccc(C#N)cc1 (configuration not stated)	-3	.	14	1	1.1%	0.0	2	8	39
CC(=O)Nc1ccc(NC(=O)CCN2C(=O)c3ccccc3C2=O)cc1	-3	-2	-5	3	1.3%	2.3	1	-2	0
Cc1ccc(S(=O)(=O)Nc2nc3ccccc3nc2NCC2CCCO2)cc1 (configuration not stated)	-4	-14	-2	-4	4.8%	-0.8	1	7	14
Cc1cc(C)nc(OC(C(=O)O)C(OCCc2ccccc2)(c2ccccc2)c2ccccc2)n1 (configuration not stated)	0	8	0	2	0.4%	-0.6	17	19	-1
O=[N+]([O-])c1cc(-c2ccc(/C=N\n3cnnc3)o2)cc([N+](=O)[O-])c1	-6	-22	-8	14	12%	0.3	0	6	-23
Cc1cc(C)cc(OCC(=O)Nc2ccccc2N2CCCCC2)c1	-3	-2	1	-1	0.0%	0.5	1	-4	-7
O=C(NCCc1c[nH]c2ccccc12)C1CCN(S(=O)(=O)c2ccccc2)CC1	-1	-6	-12	-1	-0.7%	0.0	3	8	3
CCCN1CCc2c(sc3nc(SCC)n(-c4ccccc4)c(=O)c23)C1	-1	-9	4	-1	5.4%	0.5	2	-11	13
Cc1ccccc1/C(N)=N/OC(=O)N1c2ccccc2Sc2ccccc21	4	1	.	10	-2.7%	.	0	.	7
COc1ccccc1CNC(=O)C1CCN(S(=O)(=O)c2ccc3c(c2)OCCO3)CC1	-4	-9	.	0	-0.2%	.	3	.	20
O=C(O)CCc1c(C(=O)O)[nH]c2ccccc12	-4	-27	-8	1	-0.6%	-0.3	1	7	6
O=C(O)/C=C/C(=O)Nc1ccc(S(=O)(=O)Nc2nccs2)cc1	-2	.	-12	-4	-0.6%	-1.2	1	-5	-3
CCOc1ccc(NC(=O)c2ccc3c(c2)CCN3S(C)(=O)=O)cc1	0	.	25	-1	-0.6%	-0.7	6	3	11
COC(=O)CCC(=O)N1CCCC(CO)(Cc2ccccc2F)C1 (configuration not stated)	-5	11	6	-3	1.1%	0.5	2	-3	-14
Cc1cccc(/C=C(\c2nc3ccccc3[nH]2)S(=O)(=O)c2ccccc2)c1	-2	?	10	8	-4.9%	-0.4	11	7	-2
O=C(CCCCn1c(=S)[nH]c2ccsc2c1=O)NCc1ccco1	3	-81*	5	2	1.5%	-0.7	2	8	-13
CCOC(=O)C1(CCOc2ccccc2)CCN(Cc2ccc(-n3cccn3)cc2)CC1	3	-18	35*	-4	0.1%	0.4	14	-21	-10
CCOC(=O)/C(=C/C=C/c1ccccc1)NC(=O)c1ccccc1	0	-17	2	-4	0.6%	-1.8	3	-8	-3
C=CCOc1ccc(Br)cc1/C=C1\NC(=S)N(C(C)=O)C1=O	0	-6	-7	7	2.0%	0.1	5	-2	12
CCN(CC)C(=O)c1ncn(Cc2ccccc2)c1C(=O)N(CC)CC	-6	.	2	5	0.3%	0.8	-2	8	.
Other compounds follow:
SMILES	D1 PAM	RXFP1 antag	D2 antagonist	TRHR enhancer	RXFP1 agonist	D2 agonist	D1 ag	D2 potentiator	D1 antagonist
O=C(CSc1ccc(-c2ccco2)nn1)c1ccc(F)cc1	-3	.	3	-2	-0.2%	-0.9	2	-8	3
Cc1nnc(SCC(=O)NCc2ccc3c(c2)OCO3)s1	-21	-18	6	-2	2.4%	-1.0	7	-1	11
CC1OC(Oc2ccc3ccc(=O)oc3c2-c2c(O)ccc3cc(Oc4ccc5ccc(=O)oc5c4)c(=O)oc23)C(O)C(O)C1O (configuration not stated)	6	.	10	-2	2.6%	-0.7	-3	-8	14
Cc1ccc(C(=O)Nc2ccc(C(=O)N3CCCCC3C)cc2)cc1 (configuration not stated)	-10	8	-6	-5	-2.1%	-1.3	3	-8	1
Cc1cc(NC(=O)Cn2c(C)nc3ccccc3c2=O)ccc1Br	0	0	5	-10	-2.5%	0.6	5	5	0
CN(C)S(=O)(=O)c1ccc2c(c1)C(CC(=O)O)NC2=O (configuration not stated)	-1	-10	3	7	-0.7%	-0.4	1	8	17
C=CCNc1nc(C(=O)OCC(=O)N(Cc2ccccc2)C(C)C)cs1	2	5	0	-2	-0.5%	-0.3	1	9	2
CCOCCCNC(=O)C1CC(=O)N(C2CCCC2)C1 (configuration not stated)	-2	2	0	-14	-2.6%	2.2	5	.	16
Cc1nc(SCC(O)CO)c([N+](=O)[O-])[nH]1 (configuration not stated)	-1	3	7	1	0.8%	0.1	1	-2	-10
CC1Cc2ccccc2N1C(=O)CCn1cccn1 (configuration not stated)	-9	8	-8	-2	3.1%	17	6	-8	11
O=C(NCCc1c[nH]c2ccccc12)/C(=C\c1cccs1)NC(=O)c1ccccc1	-7	-6	-7	-2	-2.6%	-0.5	0	-15	-42*
Fc1ccccc1Nc1nc2ccccc2n2nnnc12	2	.	1	-6	0.1%	0.4	0	-2	-5
CNC(=O)c1ccc(Nc2nnc(-c3ccc(C)c(S(=O)(=O)N4CCOCC4)c3)c3ccccc23)cc1	0	7	.	-2	1.4%	0.3	-1	-2	-21
C=CC(=O)NC1CC2CCC1(C)C2(C)C (configuration not stated)	-3	-1	5	1	0.9%	0.4	0	6	1
Cc1ccc(S(=O)(=O)N(CCc2ccccc2)CC(=O)Nc2cc(C)ccc2C)cc1	-1	-8	.	-8	-1.1%	0.3	11	-2	-2
Cc1cc(=O)c(C(=O)O)nn1-c1ccccc1F	-3	14	2	3	2.8%	-0.2	-1	7	3
CCC[C@@H](OS(N)(=O)=O)[C@@H](Cc1ccccc1)C(=O)OCC	-3	.	-8	3	-0.5%	4.1	-1	-25	6

Entries of single compounds, looked up by structure.
Shown for Cc1cc(NC(=O)Cn2c(C)nc3ccccc3c2=O)ccc1Br : D1 PAM: 0; RXFP1 antag: 0; D2 antagonist: 5; TRHR enhancer: -10; RXFP1 agonist: -2.5%; D2 agonist: 0.6; D1 ag: 5; D2 potentiator: 5; D1 antagonist: 0
Shown for CCC[C@@H](OS(N)(=O)=O)[C@@H](Cc1ccccc1)C(=O)OCC : D1 PAM: -3; RXFP1 antag: .; D2 antagonist: -8; TRHR enhancer: 3; RXFP1 agonist: -0.5%; D2 agonist: 4.1; D1 ag: -1; D2 potentiator: -25; D1 antagonist: 6
Shown for Cc1nnc(SCC(=O)NCc2ccc3c(c2)OCO3)s1 : D1 PAM: -21; RXFP1 antag: -18; D2 antagonist: 6; TRHR enhancer: -2; RXFP1 agonist: 2.4%; D2 agonist: -1.0; D1 ag: 7; D2 potentiator: -1; D1 antagonist: 11
